# APJ agonist – agonists of human APJ apelin receptor; P35414; CHO-K1 APJ PathHunter beta-arrestin, luminescence; 0% DMSO wells, 100% apelin; activation, % at 20 µM; 330,000 tested, 0.11% active; AID 2520;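 active = activation more than six SD over the plate average, tested at 20 µM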;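 note: 0% = DMSO alone and 100% = apelin-13 at 10 nM; some results filed as inactive read as strong as hits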
# Target sequence (P35414 whole entry, looked up): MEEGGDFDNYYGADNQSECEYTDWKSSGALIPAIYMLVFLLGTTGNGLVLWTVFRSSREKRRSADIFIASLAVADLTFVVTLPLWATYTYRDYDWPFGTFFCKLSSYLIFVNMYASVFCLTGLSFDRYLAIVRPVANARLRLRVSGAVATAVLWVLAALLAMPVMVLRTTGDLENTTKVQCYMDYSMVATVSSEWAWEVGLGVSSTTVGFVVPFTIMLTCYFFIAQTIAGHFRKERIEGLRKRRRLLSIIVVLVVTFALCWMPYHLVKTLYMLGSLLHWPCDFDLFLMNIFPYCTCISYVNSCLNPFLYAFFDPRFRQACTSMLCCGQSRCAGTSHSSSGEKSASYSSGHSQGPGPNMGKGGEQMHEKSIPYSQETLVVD
#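 Incubation: overnight seeding, 90 min compound at 25 °C, 1 h detection; test system: PathHunter CHO-K1 APJ (AGTRL-1) beta-arrestin reporter cells; amount: 1000 cells/well; doses: one dose, 20 µM compound, 1% DMSO; measured by: beta-gal luminescence; measure: agonist-driven arrestin binding to APJ; benchmarks: negative DMSO alone, positive Apelin-13 at 10 nM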
# tim23-1 inh – growth inhibitors of tim23-1 mutant yeast | S. cerevisiae tim23-1 growth, BacTiter-Glo luminescence, 24 h | inhibition, % at 20 µM | 330,000 tested, 1.3% active | AID 463212;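 active = growth inhibition of the mutant yeast at or above 50%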;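 note: temperature-sensitive mutant grown at 25 °C; plate controls were DMSO-treated mutant yeast for no effect and medium wells lacking yeast for full effect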
# Mdm2-MdmX inh – disrupts the human Mdm2-MdmX interaction; SaOS-2 split-luciferase Mdm2/MdmX complementation, luminescence; inhibition, % at 8 µM; 330,000 tested, 3% active;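 active = inhibition of at least 50% at 8 µM in the primary screen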
# CHOP UPR activ – activators of apoptotic arm of unfolded protein response (CHOP); CHO-CHOP luciferase reporter, UPR activation, luminescence; percent of tunicamycin response over DMSO baseline; activation, % at 10 µM; 330,000 tested, 0.34% active;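 active = at 10 µM dose, activation of 40% or more, normalized to positive control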;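 note: 100% = tunicamycin at 10 µg/mL and 0% = DMSO alone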
#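 System: CHO-CHOP luciferase reporter cell line; amount: 500 cells/well; buffer or medium: F12 medium containing 10% fetal bovine serum; incubation: 6 h compound exposure at 37 °C after overnight seeding; measured by: luciferase luminescence after 10 min with Steady-Glo reagent; evaluation: % reporter activation, DMSO baseline versus tunicamycin full activation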
# XBP1 UPR activ – activators of adaptive arm of unfolded protein response (XBP1); CHO-XBP1 luciferase reporter, IRE1-XBP1 UPR activation, luminescence; percent of tunicamycin response, DMSO as zero; 330,000 tested, 0.33% active; activation, % at 20 µM;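 active = versus positive control, 20 µM dose yields 30% or more activation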;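 note: 100% = tunicamycin at 10 µg/mL and 0% = DMSO only wells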
#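 Material: CHO-XBP1 cells stably carrying IRE1-XBP1-driven luciferase reporter | Medium: F12 with 10% serum | Compound dosing: 20 µM single concentration, DMSO 1% | Incubation: Overnight seeding at 37 °C, 6 h compound treatment at 37 °C | Detection: Steady-Glo luminescence read | Read-out basis: % activation of reporter signal versus tunicamycin and DMSO controls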
# tim10-1 inh – growth inhibitors of tim10-1 mutant yeast; AID 463190; 330,000 tested, 2.2% active; S. cerevisiae tim10-1 ts strain growth, BacTiter-Glo, 24 h; inhibition, % at 20 µM;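 active = inhibition of at least 40%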;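 note: mutant grown at 25 °C; 0% = DMSO wells with yeast and 100% = wells holding no yeast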
# GRIN3A LBD mod – modulates the human NR3A ligand-binding domain; NR3A LBD differential scanning fluorimetry, Tm shift; 0% = protein alone, 100% = glycine-bound protein; Tm shift relative to glycine control, % at 25 µM; 340,000 tested, 2.5% active; AID 1259313;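 active = melting temperature shift of at least 10% of the positive control shift, at one fixed dose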
# TIM10 inh – TIM10 yeast growth inhibition; S. cerevisiae TIM10 strain growth, BacTiter-Glo luminescence, 24 h; AID 463195; 330,000 tested, 1.4% active; inhibition, % at 10 µM;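 active = inhibition of 40% or more at the single tested concentration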;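 note: wild-type TIM10 isogenic control strain grown at permissive 25 °C; 0% = DMSO yeast wells and 100% = minimal medium wells without yeast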
# NLRP3 yeast inh – NALP3 inhibition in yeast; Yeast reconstituted NLRP3/ASC/caspase-1, beta-gal luminescence, 24 h; inhibition, % at 10 µM; 330,000 tested, 0.39% active; AID 2825;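 active = inhibition of 50% or more; inactive = inhibition below 50%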;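 note: plate controls were induced DMSO wells for no effect and uninduced yeast grown without galactose for full effect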
# Numbers without * were called inactive.
SMILES,APJ agonist,tim23-1 inh,Mdm2-MdmX inh,CHOP UPR activ,XBP1 UPR activ,tim10-1 inh,GRIN3A LBD mod,TIM10 inh,NLRP3 yeast inh
N#CC1(c2c(O)nc3n(c2=O)CCCS3)CCCCC1,2.0,8.1,8.8,-2.2,-0.2,2.3,-3.7,0.8,-6.7
COc1ccc(S(=O)(=O)Nc2cccc(-c3ccc4nncn4n3)c2)c(OC)c1,4.3,5.1,16.9,-2.3,3.0,1.8,-1.7,0.5,5.6
O=C(CN(C(=O)CNC(=O)c1ccco1)c1ccc2c(c1)OCCO2)NC1CCCC1,-3.0,5.5,0.5,-4.0,-0.7,2.6,-1.1,-5.8,6.2
COc1cc(/C=N/Nc2ccc(Cl)nn2)cc(OC)c1O,0.4,-1.3,-30.1,2.1,-0.1,12.5,1.2,-18.8,-9.2
CCOc1ccc(OCC)c(S(=O)(=O)NCc2cccnc2)c1,-3.6,17.3,14.0,-2.4,0.6,8.8,-0.1,-3.2,19.2
O=C(NCCOc1nc(N2CCCCC2)nc(N2CCOCC2)n1)Nc1ccccc1,-0.4,8.4,30.5,-1.6,3.1,14.2,-10.3,3.6,11.8
CCOCc1nnc(NC(=O)c2cccc(OC)c2)s1,-1.7,8.6,12.1,0.5,3.0,12.2,2.6,-4.0,20.5
CN(C)S(=O)(=O)c1cccc(NC(=S)NNC(=O)c2cc3ccccc3cc2O)c1,-2.3,31.5,-14.4,0.8,-1.9,31.5,21.9*,19.9,-1.7
CCS(=O)(=O)N1CCN(c2ccc([N+](=O)[O-])c(NC(C)c3ccccc3)c2)CC1 (stereo not drawn),-4.2,35.5,17.7,1.1,-1.9,30.6,-1.0,25.2,25.8
C=CC[N+]1(CC#CCOC(c2ccccc2)c2ccccc2)CCOCC1,-3.4,1.0,-3.3,-1.4,-2.5,2.8,-1.3,-11.0,12.2
NC(=O)c1ccccc1NC(=O)CN1CCOCC1,-3.1,13.7,-4.4,-2.3,-0.1,-10.6,1.2,3.3,-7.2
CCOC(=O)NC1Cc2ccccc2C1Sc1ccccn1 (stereo not drawn),-0.1,20.1,38.3,0.4,-2.0,14.0,-0.5,8.8,22.9
CC1CCN(S(=O)(=O)c2ccc(NC(=O)c3cccs3)cc2)CC1,-0.4,54.1*,4.5,-0.6,-2.5,41.7*,-0.9,41.6*,18.7
Cc1c(Cl)cnc(NC(=O)COC(=O)/C=C/c2ccco2)c1Cl,-0.6,26.0,-1.5,0.9,1.4,15.5,0.4,10.5,15.5
CC(C)CCNC(=O)C(Cc1ccccc1)NS(=O)(=O)c1ccc2c(c1)c(=O)n(C)c(=O)n2C (stereo not drawn),-2.6,3.1,-5.4,-1.0,1.2,16.0,-3.1,1.4,5.2
COC(=O)COc1cccc2c(=O)n(CC(=O)N3CCCCC3)ccc12,-4.9,11.7,15.8,-0.4,-4.6,-3.5,0.3,-8.9,14.5
Cc1ccc(S(=O)(=O)NCc2ccc(C(=O)NC3CCC(O)CC3)cc2)cc1C (stereo not drawn),-2.3,5.9,18.7,1.4,0.1,1.1,0.1,-8.7,5.2
N=c1sccn1CC(=O)Nc1ccccc1Cc1ccccc1,-4.2,6.3,0.3,0.0,2.3,23.0,0.5,-2.6,3.5
CN(Cc1ccccc1F)C(=O)c1ccc(Oc2ccccc2)cc1,-5.3,28.4,-8.2,1.5,-6.9,14.4,-1.1,17.0,48.8
Cn1nc(C(F)(F)F)c(C(=O)Nc2cccc(Cl)c2)c1Cl,1.8,27.3,-4.4,-0.4,-1.2,25.3,0.9,10.5,18.2
CN(Cc1cnn(C)c1)C(=O)c1ccc(OC2CCN(CCc3ccccc3)CC2)cc1,0.4,3.8,-6.4,-1.5,0.9,14.2,3.0,4.9,11.2
Cc1cc(-c2nn(-c3ccccc3F)cc2CN(C)CC(O)CO)c(C)s1 (stereo not drawn),1.2,1.7,-1.0,-2.8,-1.4,3.8,-2.6,-14.7,6.5
Cn1c(N/N=C/c2cccs2)nc2c1c(=O)n(Cc1ccccc1)c(=O)n2C,-1.7,22.0,-11.4,2.1,-0.5,40.3*,-4.3,25.0,8.8
CCCc1nnc(NC(=O)C2CCN(C(=O)c3ccco3)CC2)s1,-0.5,8.3,-25.5,0.5,-1.0,-23.0,-2.3,12.8,2.0
COC(=O)c1ccccc1C(=O)N1CCCC(C(=O)c2ccc(OC)c(OC)c2)C1 (stereo not drawn),-5.0,5.8,16.6,-0.8,-0.7,10.4,0.6,6.5,4.1
O=C(Nc1ccc(N2CCOCC2)cc1)c1ccc2c(c1)OCO2,0.5,10.9,-23.0,4.1,1.6,20.7,-1.5,2.5,3.1
O=C(NNC1=C(C(=O)C(F)(F)F)CCC1)c1cccc(O)c1,-0.8,-3.8,46.4,0.0,-0.4,-11.0,-27.5,-14.2,18.3
CCOc1ccc(CCNC(=O)COC(=O)CSc2ccc(C)cc2)cc1OCC,2.2,24.7,42.6,0.1,-0.6,15.6,4.5,8.6,16.5
COc1ccc(CC(=O)NC2CC(C)(C)NC(C)(C)C2)cc1,7.6,16.5,-5.6,-2.9,4.3,-11.0,3.4,-1.2,14.6
CC(NC(=O)c1cc2ccccc2o1)C(=O)O (stereo not drawn),-3.2,5.9,-0.5,1.9,-2.1,11.5,0.1,2.1,1.4
Cc1ccc(NC(=O)c2ccccn2)cc1S(=O)(=O)N1CCOCC1,-1.1,8.3,17.2,2.0,0.1,24.7,1.9,0.4,-8.7
CCN(C(=O)c1ccco1)c1nc(CC(=O)Nc2ccc(Cl)cc2)cs1,-0.2,23.8,25.3,-1.2,-3.8,-0.5,-25.8,20.2,36.3
Cc1ccnc2nc(C(=O)N3CCN(c4ccc(F)cc4)CC3)nn12,-2.2,13.3,25.6,-0.2,-2.0,11.1,0.1,-2.6,13.0
O=C(c1cn2ccccc2n1)N1CCc2c([nH]c3ccccc23)C1c1ccccn1 (stereo not drawn),0.2,23.2,-15.5,-2.3,-0.3,22.4,-1.1,4.4,-3.4
COc1ccc(NC(=O)CCN2CCN(S(=O)(=O)c3ccc(Cl)cc3)CC2)cc1,-3.0,11.1,4.2,-0.2,0.2,12.8,0.4,-2.4,0.7
O=c1c(Cc2ccc(Cl)cc2)c(O)ccn1Cc1cccs1,-3.2,-8.3,-13.6,-1.2,0.8,-8.1,-1.1,-6.0,17.3
CCc1nnc(NC(=O)CSc2nncc(=O)n2N)s1,-2.9,-9.4,2.0,0.0,-3.1,-23.2,1.7,-2.5,16.8
CCn1c(/C=N/n2cnnc2)nc2ccccc21,-1.2,9.7,-3.1,-0.6,0.2,6.3,0.6,4.0,3.7
COc1ccccc1N1CCN(S(=O)(=O)c2ccc3c(c2)NC(=O)CS3)CC1,3.7,32.3,20.4,0.6,-2.2,23.1,0.7,12.3,5.8
C#CCOc1c(Cl)cc(C2C3=C(CCCC3=O)N(CC(=O)O)C3=C2C(=O)CCC3)cc1OC,6.3,-4.7,8.6,-0.5,1.0,9.9,-2.2,4.6,9.6
CC(C)OCCCN(C)C1CCN(S(=O)(=O)c2ccc(-c3ccc(=O)[nH]n3)s2)CC1,-4.1,13.9,13.6,1.8,-4.1,15.7,-1.2,4.8,19.7
COc1ccc(-c2nc(CN(C)C(C)c3ccon3)c(C)o2)c(C)c1C (stereo not drawn),-4.2,21.1,14.4,1.2,-5.0,28.2,0.3,11.6,11.8
Cc1ccc([N+](=O)[O-])cc1S(=O)(=O)Nc1cccc(S(=O)(=O)Nc2ccccc2C(=O)O)c1,-1.0,6.6,16.1,2.2,-1.1,9.7,6.0,4.6,6.5
O=C(Nc1cc(C(F)(F)F)ccc1N1CCOCC1)c1ccccc1F,-4.4,11.3,15.2,-2.2,2.0,15.1,-1.8,25.0,20.4
O=C(COC(=O)c1ccco1)Nc1nc2ccccc2s1,-1.4,23.7,-8.3,1.1,0.5,5.1,1.1,29.6,11.7
C=CCOc1ccccc1/C=N/O,-6.1,-1.5,20.9,0.2,0.8,3.0,0.9,3.4,6.7
Cc1nc2ccc(NC(=O)N(C)c3ccccc3)cc2s1,-2.2,6.5,-22.0,3.6,0.6,-0.2,-0.3,15.2,3.9
COc1ccc([N+](=O)[O-])cc1NC(=O)CSc1nncn1-c1ccccc1,-1.4,10.1,31.3,-1.1,0.1,16.7,-3.3,15.2,4.6
CCCCOC(=O)CSc1n[nH]c(=O)[nH]c1=O,-2.7,-0.8,28.0,-2.8,0.4,4.3,-0.1,-8.6,4.0
CC(C)CCSc1nc(N)c(C#N)cc1C#N,-6.4,-16.4,39.3,1.1,4.5,17.2,-3.5,-53.7,-22.8
O=C(Cc1coc2ccc3ccccc3c12)NCc1ccccc1,-5.4,24.8,-2.6,1.6,0.8,36.3,0.5,17.3,17.6
CN(C)c1ccc(C=NCC2COc3ccccc3O2)cc1 (stereo not drawn),-3.9,-7.2,-3.2,-0.6,-6.0,0.5,-1.9,5.1,14.6
COC(=O)CC(NS(=O)(=O)c1cccs1)c1cccc2ccccc12 (stereo not drawn),-3.7,23.4,2.4,0.1,-0.6,32.9,-2.1,14.0,20.3
O=C(Nc1cccnc1)c1ccccc1Oc1ccccc1,0.7,-9.6,-9.0,-0.7,-0.3,10.8,2.1,4.4,2.3
CCCc1[nH]n(-c2ccc(F)cc2)c(=O)c1C=Nc1cccc(F)c1,-11.0,-7.6,9.2,1.4,0.4,-20.9,-1.7,-6.2,11.9
O=C(COC(=O)c1cnc(Cl)c(Cl)c1)NCc1cccs1,-0.6,5.9,12.8,-0.9,-2.0,7.1,-0.6,-2.4,8.6
O=C(CSc1ncnc2ccccc12)Nc1cccc(S(=O)(=O)N2CCOCC2)c1,-0.8,13.4,-6.9,0.4,-2.5,29.1,1.7,11.3,-29.1

# A draw from above in order of molecular weight, low to high:
SMILES,APJ agonist,tim23-1 inh,Mdm2-MdmX inh,CHOP UPR activ,XBP1 UPR activ,tim10-1 inh,GRIN3A LBD mod,TIM10 inh,NLRP3 yeast inh
CCc1nnc(NC(=O)CSc2nncc(=O)n2N)s1,-2.9,-9.4,2.0,0.0,-3.1,-23.2,1.7,-2.5,16.8
O=C(Cc1coc2ccc3ccccc3c12)NCc1ccccc1,-5.4,24.8,-2.6,1.6,0.8,36.3,0.5,17.3,17.6
O=C(c1cn2ccccc2n1)N1CCc2c([nH]c3ccccc23)C1c1ccccn1 (stereo not drawn),0.2,23.2,-15.5,-2.3,-0.3,22.4,-1.1,4.4,-3.4
Cn1c(N/N=C/c2cccs2)nc2c1c(=O)n(Cc1ccccc1)c(=O)n2C,-1.7,22.0,-11.4,2.1,-0.5,40.3*,-4.3,25.0,8.8

# Source: PubChem (Sanford-Burnham Center for Chemical Genomics)
